FBPA coupling cs: counter-screen for Giardia aldolase inhibitors: coupling enzyme system | 0.67% of 290,000 active | coupling enzyme system counterscreen, AmpLite Red fluorescence | AID 2472 | activity change, negative = inhibition, % at 58.2 µM, hits read low; in the data active = activity change below about -30%; note: % is set by controls: 0 for no effect and ±100 for the full control effect
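Fluorescence at 525 nm excitation and 598 nm emission measured inhibition of the coupled detection system without aldolase. Compounds (at 57.5 uM final) were preincubated 10 min at room temperature with coupling enzyme reagent before a 20 min substrate/AmpLite Red step.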
GALK inh: galactokinase (human) inhibition; 0.007% of 270,000 active; Purified GALK, Kinase-Glo residual ATP luminescence; AID 1868; Potency, µM (titrated, usually from 57.5 µM), for inactives: at the top dose activity change, negative = inhibition, hits mostly inhibitors; note: potency is the fitted concentration of half-maximal effect; % is set by controls: 0 for no effect and ±100 for the full control effect
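Kinase-Glo Plus luminescence measured ATP left after a 1 h room-temperature reaction. The reaction used 5 nM GALK, 100 uM galactose and 35 uM ATP at pH 8.0 (20 mM HEPES, 5 mM MgCl2, 60 mM NaCl, 1 mM DTT, 0.01% BSA).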
TCR activator: activators of T cell receptors. primary human leukocytes, anti-CD3, IL-2 HTRF, 48 h. Potency, µM (highest dose often 9.22 µM), inactives show top-dose activation of IL-2 secretion, hits mostly activators. 330,000 tested, under 10 active. AID 504894; note: % of control where 0% means no effect
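Compounds are tested in HTS on primary human leukocytes co-incubated with a-CD3 beads for 48 hr. IL-2 output is measured by time-resolved FRET.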
TSHR antag: human thyrotropin receptor antagonism. TSHR-expressing cells, TSH-stimulated cAMP HTRF, 2 h; hits give low values. activity change, negative = inhibition, % at 11.5 µM. 0.2% of 330,000 active;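 active = activity change below a set negative limit, meaning inhibition stronger than a set level, cut at about -70% in these data; inconclusive = activity change between two set negative limits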; note: % is set by controls: 0 for no effect and ±100 for the full control effect
Target sequence (P16473 whole entry, looked up): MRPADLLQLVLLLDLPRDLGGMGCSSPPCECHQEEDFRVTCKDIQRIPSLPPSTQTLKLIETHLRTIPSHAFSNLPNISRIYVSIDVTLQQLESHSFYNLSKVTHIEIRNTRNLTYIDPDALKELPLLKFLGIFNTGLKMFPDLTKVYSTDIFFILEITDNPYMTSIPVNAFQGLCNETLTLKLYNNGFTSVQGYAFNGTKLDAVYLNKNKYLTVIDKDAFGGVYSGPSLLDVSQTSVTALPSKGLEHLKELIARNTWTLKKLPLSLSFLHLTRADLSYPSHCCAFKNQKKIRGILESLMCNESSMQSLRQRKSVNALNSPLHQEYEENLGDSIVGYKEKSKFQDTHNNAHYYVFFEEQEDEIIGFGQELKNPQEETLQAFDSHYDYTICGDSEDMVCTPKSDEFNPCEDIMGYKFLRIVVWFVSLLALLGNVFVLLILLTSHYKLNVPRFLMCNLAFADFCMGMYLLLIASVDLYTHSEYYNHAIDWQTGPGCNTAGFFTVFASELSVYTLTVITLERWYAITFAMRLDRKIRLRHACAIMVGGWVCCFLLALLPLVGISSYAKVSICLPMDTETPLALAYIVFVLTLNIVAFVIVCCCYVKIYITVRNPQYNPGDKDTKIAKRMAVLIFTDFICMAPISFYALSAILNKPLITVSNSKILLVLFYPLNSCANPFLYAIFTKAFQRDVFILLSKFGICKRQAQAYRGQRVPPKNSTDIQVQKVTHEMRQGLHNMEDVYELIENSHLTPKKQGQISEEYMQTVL
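Read-out is FRET at 665 nm (cryptate excitation 337 nm) from a cryptate-tagged anti-cAMP antibody, competed by cell cAMP against cAMP-d2. Compounds are tested on freshly harvested TSHR cells challenged with 4nM TSH (EC80) for 2 hours at 37 deg C.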
hERG WT inh: blocks the wildtype human KCNH2 potassium channel; Q12809; U2OS, BacMam KCNH2, thallium flux FluxOr; hits give low values; activity change, % at 1.84 µM; 0.37% of 340,000 active;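 active = maximum activity change below -70%; inconclusive = maximum activity change between -70% and -50%; inactive = maximum activity change above -50%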; note: % is set by controls: 0 for no effect and ±100 for the full control effect
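U2OS cells were transduced with wild-type KCNH2 virus (2.03 x 10^8 / mL) for 4 h at room temperature, then cultured overnight at 37 C. Thallium flux was read with FluxOr dye. Rate constants were normalized to DMSO controls.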
Tb PFK inh: blocks T. brucei phosphofructokinase; O15648; T. brucei PFK, ADP-Glo luminescence; Potency, µM (titrated, usually from 57.5 µM), inactives show top-dose activity, negative = inhibition, most hits filed as inhibitors; 0.17% of 330,000 active; AID 485367;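 note: potency is the fitted concentration of half-maximal effect; 0% = uninhibited 1x PFK enzyme wells and -100% = no-enzyme wells; nearly all actives have a fitted effect of over 60% in size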
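PFK 1.25 nM, F6P 0.5 mM, ATP 0.1 mM, 0.1 M TEA pH 8.0, 5 mM MgCl2, 0.01% Tween20, 0.1% BSA; 45 min RT. ADP-Glo readout. qHTS titration up to 57 uM; curves fitted, compounds curve-classed.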
BCR signal inh: blocks chronic active B-cell receptor signaling. ABC-DLBCL IkBa-CBG/CBR reporter, luminescence ratio, 4 h. Potency, µM (highest dose often 46.1 µM), for the others: at the top dose ratio change, negative = lower green/red ratio, usual class: inhibitors. 0.05% of 340,000 active; active = well fitted inhibition curve with a large enough effect in the signal ratio, with a control signal flat, not every such curve was filed as active; inconclusive = small, poorly fitted or top-dose-only effect, or effect the other way, or a change in a side signal; the % refers to the signal ratio;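 note: potency is the fitted concentration of half-maximal effect; plate controls were basal doxycycline-induced cells for no effect and cells given 10 µM MG132 for full effect; MG132 reads +100%, hits lower the ratio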
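TMD8 human ABC-DLBCL cells with doxycycline-inducible IκBα–green luciferase fusion and unfused red luciferase, in 0.5% FBS medium; compounds up to 46 uM, 4 h at 37C. Green/red luminescence ratio, filter-overlap corrected, fitted to concentration-response curves.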
Giardia killer: kills Giardia lamblia; 0.15% of 340,000 active; activity change, % at 7.66 µM, hits read low; Giardia lamblia trophozoite viability; AID 540267; in the data active = activity change below about -80%; inconclusive = between about -30% and that limit;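 note: parasites exposed to compound for two days anaerobically before the ATP read; % is set by controls: 0 for no effect and ±100 for the full control effect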
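ATP-content bioluminescence gauges trophozoite survival. Cells (100/well) receive compound and incubate anaerobically for 48 hrs at 37 deg C; detection reagent follows for 15-30 min at room temperature.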
AT treatment: potential ataxia-telangiectasia treatment | […] A-T fibroblasts, KAP-1 phosphorylation AlphaLISA; neocarzinostatin DNA damage 30 min before lysis | 0.19% of 320,000 active | Potency, µM (highest dose often 57.5 µM), for inactives: at the top dose activation, hits mostly activators; note: potency is the fitted concentration of half-maximal effect; % of control where 0% means no effect; nearly all actives have a fitted effect of over 45% in size
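hTERT-immortalized A-T patient fibroblasts ([…]), 500 cells/well in OPTI-MEM, 1% FBS, got compounds for 60 min, then NCS for 30 min at 37C. Lysates were then assayed for phospho-KAP-1 by AlphaLISA (anti-pKAP1 donor, anti-KAP1 acceptor beads), 6 hr at 25C.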
CXXC DNA block: inhibitors of human MLL CXXC domain-DNA interaction. Q03164. MLL-CXXC / FITC-HOXA9 DNA fluorescence polarization. Potency, µM (titrated, usually from 115 µM), for inactives: at the highest dose activity change, negative = inhibition, usual class: inhibitors. 0.037% of 290,000 active. AID 2662; active = well fitted inhibition curve with a large enough effect in the polarisation, with a control signal flat, not every such curve was filed as active; inconclusive = small, poorly fitted or top-dose-only effect, or effect the other way, or a change in a side signal; inactive = no such curve, though single readings can be large or run the other way; the % refers to the polarisation; note: potency is the fitted concentration of half-maximal effect
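Purified MLL-CXXC (added from a 7 uM solution) was preincubated 5 min at ambient with pinned compounds in 50 mM Tris-HCl pH 7.5, 50 mM NaCl, 1 mM DTT, 0.05% BSA. Fluorescein-labeled HOX-A9 DNA (50 nM solution) followed, 30 min, then polarization read.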
Starred values were filed as active, the others as inactive; ? = inconclusive; · = no result given; & = joins results of further samples; [ ] = dose if it differs, or a comment. Unless noted, calls come from the whole dose curve; as a rule, active = well fitted curve in the direction sought with a large enough effect; inconclusive = small, poorly fitted or top-dose-only effect, or another doubt; inactive = no such curve, though single readings can be large; an effect the other way counts as inactive or inconclusive.

SMILES	FBPA coupling cs	GALK inh	TCR activator	TSHR antag	hERG WT inh	Tb PFK inh	BCR signal inh	Giardia killer	AT treatment	CXXC DNA block
Cc1nc2ccccn2c1C(=O)N/N=C/c1ccc([N+](=O)[O-])cc1	5	2%	2%	-2	0	-2%	?	3	-4%	0%
COc1ccc(CC(NC(C)=O)C(=O)NC2CCN(C(=O)c3cccc(Cl)c3)CC2)cc1OC (stereo not drawn)	0	15%	-27%	-3	-6	-13%	-3%	-16	2%	-2%
O=C(/C=C/c1ccccc1Br)c1ccc2c(c1)OCO2	-3	6%	3%	-6	-2	-17%	?	-15	?	41%[activator]
CC(C)Cn1c(CCCNC(=O)c2ccc(F)cc2)nc2ccccc21	0	-2%	4%	-5	5	-3%	0%	-12	-3%	-5%
Cc1cc(=O)[nH]c(N/N=C/c2ccc(N(C)C)cc2)n1	-1	1%	-1%	-35	15	-7%	7%	-3	-5%	3%
O=C1Nc2ccccc2N(O)N1c1ccc(S(=O)(=O)N2CCCCCC2)cc1	6	0%	3%	3	4	0%	-1%	10	0%	5%
O=C(c1ccco1)N1CCN(C(=O)c2cc(Cl)nc3ccccc23)CC1	·	·	0%	-3	2	0%	-1%	23	-9%	·
COc1ccccc1OCc1ccc(C(=O)NCc2ccco2)o1	-1	0%	-1%	-1	6	-21%	?	-3	-4%	5%
CC1=C([N+](=O)[O-])C(c2cccc(Br)c2)C2=C(N1)c1ccccc1C2=O (stereo not drawn)	-5	-4%	3%	-2	15	17%	?	-14	-9%	-9%
CC1CCN(C(=O)CSc2nnc(CN3CCOCC3)n2-c2ccccc2)CC1	2	-3%	·	10	-35	-5%	-3%	-6	-6%	10%
Cc1ccc2cc3cc(C(=O)NCCCN4CCc5ccccc5C4)oc3nc2c1	1	-4%	0%	-9	9	-3%	12%	3	-4%	13%
CC1=C(C#N)C(NC(=O)c2ccco2)(C(F)(F)F)C(=O)N1 (stereo not drawn)	3	4%	-75%	-7	3	-10%	1%	13	0%	-5%
Cc1ccc(NC2=C(N3CCOCC3)C(=O)c3ccccc3C2=O)cc1	-50*	-2%	1%	2	1	8%	?	-19	·	6%
C=C(C)CN(CC)C(=O)COc1ccc(S(=O)(=O)Nc2ccc(OC)cc2)cc1	-1	1%	-8%	-1	5	-3%	0%	8	·	-13%
CC(=C\c1ccccc1)/C=C1/SC(=O)N(CCCC(=O)Nc2ccc(C(=O)O)cc2)C1=O	4	-8%	-11%	-19	-8	3%	?	-12	2%	-3%
O=C1c2ccccc2N2C(=O)c3ccccc3C2N1O (stereo not drawn)	1	-1%	4%	-5	4	-2%	?	5	-12%	-3%
C/C(CC(=O)Nc1cccc(C(F)(F)F)c1)=N\NC(=O)c1ccncc1	-2	-1%	7%	-3	20	-3%	?	6	4%	6%
O=C(CN1C(=O)c2ccccc2C1=O)Nc1ccccc1C(F)(F)F	3	7%	3%	-4	18	0%	-1%	12	12%	-10%
O=C(OCC(=O)N1CCCc2ccccc21)c1cccc(S(=O)(=O)N2CCc3ccccc32)c1	0	0%	-4%[46.1 µM]	-2	-6	-7%	-2%	-8	2%	3%
CCCc1cc(=O)oc2c(C)c(OCC(=O)Nc3cccnc3)ccc12	·	5%	0%	-6	26	-2%	-12%	-11	17%	15%
COCCn1c(SCC(=O)Nc2cc(C)on2)nc2ccccc2c1=O	·	·	1%	13	1	6%	-1%	-21	4%	·
O=C(NCC(c1ccco1)N1CCc2ccccc2C1)c1ccc(Cl)cc1 (stereo not drawn)	·	·	2%	0	4	-2%	-2%	21	2%	·
Cc1ccc(-n2nc3c(c2NC(=O)c2ccccc2Br)CS(=O)C3)cc1 (stereo not drawn)	4	2%	-1%	-3	1	3%	-2%	-5	8%	17%
Cc1csc2nc(COC(=O)c3ccc(Cl)c([N+](=O)[O-])c3)cc(=O)n12	·	·	-3%	-15	-7	4%	10%	-14	2%	·
CN(C(=O)Nc1ccccc1)C1CCCCC1	0	-3%	-8%	22	-3	2%	?	10	?	-11%
CCOC(=O)C1(CCc2ccccc2)CCN(Cc2ccccn2)CC1	-1	0%	5%	6	-26	1%	0%	6	-4%	-4%
CC(C)CCNC(=O)NC(=O)CSc1ncccn1	1	-2%	-2%	7	-5	-3%	-1%	5	6%	-2%
COc1cc2c(cc1OC)CN(c1ccc(C(N)=O)cc1[N+](=O)[O-])CC2	-1	-1%	0%	-7	-5	-4%	?	-18	4%	21%
Cc1cc(C)cc(C(=O)Oc2coc(CSc3nnc(NC(=O)C4CC4)s3)cc2=O)c1	8	0%	0%[46.1 µM]	-7	-2	0%	-29%	-13	4%	98%[activator]
CCOc1cccc2cc(C(N)=O)c(=N)oc12	0	12%	-3%	1	3	-6%	5%	-9	13%	7%
CCCCOc1c(Cl)cc(CNC(C)(C)CO)cc1OCC	2	0%	2%	2	-11	-4%	1%	17	-1%	8%
O=C(O)Cn1c(=O)c2c3c(sc2n(Cc2ccc(Cl)cc2Cl)c1=O)CCCC3	13	-1%	-8%	-10	1	-1%	-1%	5	1%	14%
COc1cccc(NC(=O)Cc2c(O)c3ccccc3[nH]c2=O)c1	1	0%	-2%	-5	-14	-1%	2%	-11	-1%	?
COc1ccc(C2CC(c3cccs3)=NN2C(=O)c2ccc(Br)o2)cc1 (stereo not drawn)	-4	0%	-7%[46.1 µM]	18	2	-1%	-2%	6	-3%	8%
Cc1ccc(C(=O)Nc2cccc(NC(=O)c3cccs3)c2)c(C)c1	-1	-3%	13%	-12	-4	2%	?	-10	0%	0%
CC(=O)N1c2ccc(S(=O)(=O)N3CCC(C(=O)N4CCN(c5cccc(C(F)(F)F)c5)CC4)CC3)cc2CC1C (stereo not drawn)	·	-6%	-5%	1	8	1%	3%	3	-7%	-4%
COc1ccc(C(=O)N2CC3(C)C4CCC3(C)C2(C#N)C4)cc1OC (stereo not drawn)	2	-4%	·	5	0	4%	-3%	2	-1%	8%
CSCCC(NC(=O)c1ccco1)C(=O)NNC(=O)c1n[nH]c(=O)c2ccccc12 (stereo not drawn)	·	·	-5%	15	7	6%	3%	-7	-3%	·
COc1cc(C(=O)N2CCN(C3CCC(C)CC3)CC2)cc(OC)c1OC (stereo not drawn)	-8	·	-4%	20	-3	-5%	?	-1	-10%	?
Cc1ccc(NC(=S)NCCN(C2CCCCC2)C2CCCC2)cc1C	-1	-1%	2%	0	11	-3%	5%	17	-1%	6%
COC(=O)CCc1sc(Nc2ccc(Br)cc2)nc1-c1ccc(OC)cc1	-4	0%	4%[46.1 µM]	-15	-4	10%	?	-8	3%	-1%
CN(C)c1ccc(NC(=O)COC(=O)c2ccc3c(c2)OCO3)cc1	·	·	-16%	-16	13	0%	-11%	11	5%	·
CCCc1cc(=O)oc2c(C)c(OCC(=O)NCCCn3ccnc3)ccc12	2	14%	-3%	10	13	-8%	?	-24	2%	-6%
Cc1ccc2c(c1)NCCO2	-2	4%	-1%	1	3	-13%	-1%	-17	9%	22%
CC1(C)Cc2c(sc(N)c2C#N)C(C)(C)N1	-3	7%	-4%	6	-5	-20%	-15%	-3	6%	-2%
COc1ccc(C2NC(=O)NC(C)=C2C(=O)Nc2cc(C)ccc2C)cc1OC (stereo not drawn)	0	11%	3%	-3	3	3%	1%	12	6%	15%
COc1ccc(-c2noc(CCCC(=O)Nc3cccnc3)n2)cc1OC	4	-2%	4%	-3	0	1%	?	0	2%	-7%
CC(C)CCNC(=O)C(c1ccc(O)cc1)N(Cc1cccs1)C(=O)C1COc2ccccc2O1 (stereo not drawn)	-5	0%	-12%[46.1 µM]	-9	9	4%	9%	-15	4%	6%
Cc1cccnc1NC(=O)c1cccc(S(=O)(=O)N2CCCC2)c1	·	·	-4%	2	-9	1%	0%	9	1%	·
CCN1C(=O)/C(=C\C=C\c2ccccc2[N+](=O)[O-])SC1=S	0	-1%	·	-5	-6	1%	-9%	-30	1%	6%
Cc1ccn2cc(C(=O)NC3CCN(Cc4ccccc4)CC3)nc2c1	2	4%	·	6	-6	3%	2%	-1	2%	-3%
OC[C@H]1O[C@@H]2O[C@H]3[C@H](O)[C@@H](O)[C@@H](O[C@H]4[C@H](O)[C@@H](O)[C@@H](O[C@H]5[C@H](O)[C@@H](O)[C@@H](O[C@H]6[C@H](O)[C@@H](O)[C@@H](O[C@H]7[C@H](O)[C@@H](O)[C@@H](O[C@H]1[C@H](O)[C@H]2O)O[C@@H]7CO)O[C@@H]6CO)O[C@@H]5CO)O[C@@H]4CO)O[C@@H]3CO	0	·	1%	-7	2	-3%	-17%	10	9%	0%&5%

Screening data: PubChem, National Center for Advancing Translational Sciences (NCATS)
